Assay outcomes deposited in PubChem BioAssay by National Center for Advancing Translational Sciences (NCATS).
AMA1 RON2 block: qHTS for Inhibitors of AMA1-RON; Towards Development of Antimalarial Drug Lead: Primary Screen. AlphaScreen AMA1-biotinylated RON2 peptide binding. Potency, µM (series often up to 58.2 µM), inactives show top-dose activity change, negative = inhibition, most hits filed as inhibitors. Plasmodium falciparum AMA1 (3D7) - RON2 peptide interaction. hit rate 0.2% among 360,000. AID 720542, 2013;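 also: 0% = vehicle wells and -100% = peptide control; nearly all actives have a fitted effect of over 45% in size; some results filed as inactive show a strong effect at the top dose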
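AMA1 (3D7) with his tag at 25 nM final met compounds first, then biotinylated RON2 peptide at 25 nM; detection used donor plus acceptor beads, 10 µg/mL apiece, read by AlphaScreen after 30 min at room temperature.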
Tb PYK inh: qHTS of Trypanosoma Brucei Inhibitors. hit rate 0.12% among 410,000. TbPYK enzyme, Kinase-Glo Plus ATP luminescence, 45 min. Potency, µM (top dose mostly 76.8 µM), for the others: at the highest dose activity, negative = inhibition, hits mostly inhibitors. AID 624173, 2012; also: nearly all actives have a fitted effect of over 50% in size
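In this concentration-response screen, enzyme-free wells defined baseline while DMSO plates tracked drift. Each reaction combined TbPYK, substrate, compound and 130 uM ADP for 45 min at room temperature. Kinase-Glo Plus luminescence gave the signal.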
Numbers without * were called inactive; u = inconclusive; [ ] = dose if it differs, or a comment. Calls follow the shape of the dose curve; as a rule, active = well fitted curve in the direction sought with a large enough effect; inconclusive = small, poorly fitted or top-dose-only effect, or another doubt; inactive = no such curve, though single readings can be large; an effect the other way counts as inactive or inconclusive. Unless noted, % is scaled to controls: 0 for no effect and ±100 for the full control effect; potency is read from the fitted curve at half-maximal effect.

Values in the order – AMA1 RON2 block | Tb PYK inh
CC(C)[C@H](NC(=O)c1c(F)cccc1F)C(=O)OCC(=O)NNC(=O)c1ccccc1
    59%[activator] | 0%
COc1ccc(C(CNC(=O)c2cc(S(=O)(=O)NCc3ccco3)ccc2C)N(C)C)cc1 (stereo not given)
    10% | 0%
CCCCN1C(=N)N([C@@H](C)CN2CCC[C@H]2CN2C(N)=NC[C@H]2CC(C)C)C[C@H]1Cc1ccccc1
    20% | -9%
O=C(COc1ccccc1F)NNC(=O)c1ccc(F)c(S(=O)(=O)N2CCOCC2)c1
    94%[activator] | 0%
CCC/C=C/c1ccc(CN2C(C)C(=O)N(Cc3cn(Cc4ccco4)nn3)CCS2(=O)=O)cc1 (stereo not given)
    1% | 4%
O=C(Nc1ccccc1F)c1csc([C@@H]2C[C@H](O)[C@@H](CO)O2)n1
    0% | 6%
COCc1c(C(=O)N2CCN(c3ccccc3C)CC2)oc2ccccc12
    76%[activator][11.6 µM] | -2%
COc1ccc(/C=C/C(=O)OCC(=O)N2c3ccccc3CC2C)cc1OC (stereo not given)
    -7% | 3%
CCCCc1ccc(NC(=O)C2CCCC2)cc1
    0% | 2%
OC[C@@H]1CN(Cc2ccccc2)C[C@H](n2cnc3c(NC4CCCC4)ncnc32)O1
    3% | -2%
N#Cc1cccc(NC(=O)c2cc(C3CCCCN3C(=O)C3CC3)on2)c1 (stereo not given)
    13% | 1%
OC[C@@H]1CN(Cc2ccc(Cl)cc2)C[C@H](n2cnc3c(Nc4ccccc4)ncnc32)O1
    -7% | 1%
O=C(NCc1cc(Cl)cc(Cl)c1)c1csc([C@@H]2C[C@H](O)[C@@H](CO)O2)n1
    0% | 1%
Nc1nc(Nc2ccc(Cl)cc2)c(NC=O)c(=O)[nH]1
    -9% | -3%
COc1cccc(CN2CCC(n3nccc3NC(=O)CCOc3ccccc3)CC2)c1O
    -1% | 4%
COc1ccc(NC(=S)Nc2ccc3c(c2)c(=O)n(C)n3-c2ccccc2)cc1
    48%[activator] | -10%
Cc1cc(C(=O)CN2C(=O)NC(CCS(C)(=O)=O)C2=O)c(C)n1C1CC1 (stereo not given)
    -17% | 1%
C[C@H]1CN([C@@H](C)CO)S(=O)(=O)c2ccc(Br)cc2O[C@@H]1CN(C)Cc1cccc(F)c1
    -12% | 4%
CNC1(C(N)=O)CCN(Cc2ccccc2)CC1
    -18% | 0%
CCC(=O)N1N=C(c2ccc(NS(=O)(=O)c3ccccc3)cc2)CC1c1ccco1 (stereo not given)
    0% | 0%
OC(CN1CCCCC1)c1ccc(Br)cc1 (stereo not given)
    19% | 9%
Cc1ccccc1-c1cnc(C(O)c2cccc(C)c2C)[nH]1 (stereo not given)
    6% | 5%
CSc1ncc2[nH]c(C(O)c3ccccc3)nc2n1 (stereo not given)
    -6% | -8%
COc1ccccc1-c1cccc(-c2nc(C(=O)N3CCCCC3)cc3c2[C@@H](CCO)N(S(=O)C(C)(C)C)C3)c1 (stereo not given in full)
    -6% | -2%
Cc1ccc(OCC(=O)NNC(=O)Nc2ccc(Cl)cc2)c(Br)c1
    20% | 3%
CCOC(=O)C1CCN(C(=O)COc2ccc(C(=O)c3ccccc3)cc2)CC1
    16% | -3%
Cc1cc(C(=O)COC(=O)c2cccc(NS(C)(=O)=O)c2)c(C)n1CC1CCCO1 (stereo not given)
    3%[11.6 µM] | 4%
N[C@@H](Cc1cnc[nH]1)C(=O)Nc1ccc2ccccc2c1
    85%[activator] | 1%
Cc1cccc(C)c1NC(=O)CN(c1c(C)cccc1C)S(C)(=O)=O
    -7% | 6%
O=c1[nH]c2ccccc2cc1-c1nnn(-c2ccccc2)n1
    -4% | 0%
CCCCc1ccc(S(=O)(=O)NC(=O)C2(C)CCN2C(=O)c2c(C)noc2C)cc1 (stereo not given)
    17% | 5%
COc1ccc(Br)c(Cn2c(C)c(C(=O)NCc3cccs3)sc2=O)c1
    -13% | -10%
COc1ccc(N=CC2CCCCC2=O)c([N+](=O)[O-])c1 (stereo not given)
    u | -10%
CCOc1ccccc1CN1CCNC(=O)C1CC(=O)NC1CCCCCCC1 (stereo not given)
    7% | 0%
Cc1ccc(Cc2c(C(C)(C)C)nc3ccc(Br)cn23)cc1
    -2% | 3%
CC(=O)N(CC#CCN(C(C)=O)c1ccccc1)c1ccccc1
    0% | -11%
COc1ccc(CCC(=O)Nc2nnc(C)s2)cc1
    -5% | -2%
C[C@@H]1CCCCO[C@H](CN(C)Cc2ccc(C(=O)O)cc2)[C@@H](C)CN([C@H](C)CO)C(=O)c2cc(NC(=O)CCC(F)(F)F)ccc2O1
    -3% | -7%
Cc1ccc(C(=O)N(CCc2ccccc2)Cc2ccccc2)cc1S(=O)(=O)N1CCOCC1
    3% | 3%
Cc1cccc(NC(=O)COC(=O)C2COc3ccccc3O2)c1C (stereo not given)
    -2% | -9%
Cc1ccc(NC(=O)COC(=O)CCc2c(C)nc3ncnn3c2C)cc1
    -5% | -3%
Cc1c(NC(=O)CSc2nnc(-c3ccncc3)n2C)c(=O)n(-c2ccccc2)n1C
    15% | 0%
Cc1ccccc1CN1C[C@H]2CON(C)[C@H]2C[C@H]1c1cccc(Br)c1
    12% | -2%
Cc1cc(C)cc(SCc2noc(C(=O)NCCN(C)C)c2C(=O)NCCN(C)C)c1
    10% | 1%
CCCCNc1c(-c2ccc(-c3cccc(Cl)c3)cc2)nc2ccc(Cl)cn12
    -1% | -5%
CCC(=O)N1CCC1(C)C(=O)Nc1ccc(C)c(C)c1 (stereo not given)
    -4% | 4%
COCCNC(=O)C1(C)CCCN(C(=O)c2cc(F)cc(F)c2)C1 (stereo not given)
    25% | 1%
Cn1c(=O)c2c(ncn2CC(=O)OCC(=O)c2ccc(Br)cc2)n(C)c1=O
    2% | -16%
C=CC[C@]12C[C@@H](OC)C(=O)C=C1O[C@@H](c1ccc(OC)c(OC)c1)[C@H]2C
    4% | 5%
CCCNC(=O)c1onc(CS(=O)(=O)c2cc(C)cc(C)c2)c1C(=O)NCCC
    -7% | -2%

Shown as labelled records: part of the list above
Compound: Cc1c(NC(=O)CSc2nnc(-c3ccncc3)n2C)c(=O)n(-c2ccccc2)n1C
  AMA1 RON2 block = 15%	Tb PYK inh = 0%

Compound: Cc1ccccc1CN1C[C@H]2CON(C)[C@H]2C[C@H]1c1cccc(Br)c1
  AMA1 RON2 block = 12%	Tb PYK inh = -2%

Next part
Values in the order – AMA1 RON2 block | Tb PYK inh
COc1ccc(C(C)(C)C)cc1NC(=O)CN(C)C1=NS(=O)(=O)c2ccccc21
    11% | -2%
Cc1ccc(S(=O)(=O)NCc2ccccc2)cc1C(=O)NCc1ccncc1
    -7% | -11%
COc1ccc(CC(N)c2csc(Nc3cc(NCc4ccco4)ncn3)n2)cc1 (stereo not given)
    69%[activator] | 4%
Cc1nn(-c2ccccc2)c(C)c1NC(=O)COc1cc(F)ccc1[N+](=O)[O-]
    -8% | -6%
CSc1nc(=O)[nH]nc1Sc1ccccc1
    -9% | 5%
O=C(NCc1ccncc1)Nc1ccc(Cc2ccc(NC(=O)NCc3ccncc3)cc2)cc1
    -5% | -10%
COc1ccc(CNC(=O)Nc2nc(C(N)c3ccccc3)cs2)cc1 (stereo not given)
    33%[activator] | -2%
O=C(Nc1ccc(NS(=O)(=O)c2ccccc2)cc1)c1ccccc1Cl
    5% | -6%
Cc1cc2nc(-c3ccc(F)cc3)c(CC3CCCCC3)n2c(C)c1Br
    2% | 2%
O=C(Cc1cccc(NC(=O)C2CCN(C(=O)c3ccccc3)CC2)c1)Nc1cccc(C(=O)N2CCOCC2)c1
    -4% | 1%
CC(C)Oc1ccc(C(=O)Nc2cccc(S(=O)(=O)N3CCCC3)c2)cc1
    0% | 0%
CCOc1ccc(Cc2c(O)nc(SC)[nH]c2=O)cc1
    -6% | 6%
CCOC(=O)c1[nH]c(=S)n(-c2ccccc2)c1C(=O)OCC
    134%[activator] | 2.5µM*
COc1ccc(C(=O)Nc2ccccc2NC(=O)c2ccc(OC)cc2)cc1
    -6% | 5%
O=C(c1[nH]c(C(F)(F)F)nc1-c1ccccc1)N1CCc2ccccc2C1
    -14% | 6%
COc1cc(C(C)=O)ccc1OCC(=O)OC(C)C(=O)c1ccc(F)cc1 (stereo not given)
    -8% | 4%
CC(C)(C)NC(=O)C1(N2C(=O)c3ccccc3C2=O)CCCC1
    -6% | 4%
Cc1cc(C(=O)COC(=O)Cc2c(F)cccc2Cl)c(C)n1C
    0% | 0%
COc1ccc(S(=O)(=O)Nc2cccc3c2O[C@H](CN(C)Cc2ccc(C(=O)O)cc2)[C@@H](C)CN([C@H](C)CO)C3=O)cc1
    -11% | -4%
CC1(C)C(=O)Nc2ccccc2N1C(=O)COC(=O)Cc1ccccc1F
    -12% | -2%

Reformatted: entries from further up
SMILES,AMA1 RON2 block,Tb PYK inh
COc1ccc(S(=O)(=O)Nc2cccc3c2O[C@H](CN(C)Cc2ccc(C(=O)O)cc2)[C@@H](C)CN([C@H](C)CO)C3=O)cc1,-11%,-4%
O=C(c1[nH]c(C(F)(F)F)nc1-c1ccccc1)N1CCc2ccccc2C1,-14%,6%

(next part)
Values in the order – AMA1 RON2 block | Tb PYK inh
COC(=O)C[C@H]1c2cc(F)ccc2S(=O)(=O)N1c1ccccc1
    16% | -4%
CN(C)c1ccc(-c2[nH][nH]c(=O)c2NC(=O)c2ccc3ccccc3n2)cc1
    75%[activator] | 1%
COC(=O)Cn1nnnc1-c1nc2cc(C)c(C)cc2[nH]c1=O
    1% | -4%
Cc1cc(C)cc(-n2ncc3c2CCCC3NC(=O)CN2CCCCC2=O)c1 (stereo not given)
    1% | 1%
O=C(NCc1ccco1)C1Cc2ccccc2CN1S(=O)(=O)c1ccccc1F (stereo not given)
    5% | -14%
NC(Cc1ccc(F)cc1)c1csc(Nc2cc(Oc3ccccc3)ncn2)n1 (stereo not given)
    58%[activator] | 1%
COCC1CCN(C(=O)c2cc(COc3ccc(F)cc3Cl)on2)C1 (stereo not given)
    -3% | -1%
COc1ccc([C@H]2N[C@]3(CCCN(Cc4ccc(C)cc4)C3=O)[C@H]3C(=O)N(Cc4ccccc4)C(=O)[C@@H]23)cc1
    0% | -3%
COc1ncnc2c1ncn2CCCNCCCN1CCCC1=O
    -4% | -1%
CC1=NN(C)C(=O)C1Cc1c(F)cccc1Cl (stereo not given)
    12% | -1%

Ordered by SMILES length (ascending): some entries from above
Values in the order – AMA1 RON2 block | Tb PYK inh
CC1=NN(C)C(=O)C1Cc1c(F)cccc1Cl (stereo not given)
    12% | -1%
COc1ncnc2c1ncn2CCCNCCCN1CCCC1=O
    -4% | -1%
COC(=O)Cn1nnnc1-c1nc2cc(C)c(C)cc2[nH]c1=O
    1% | -4%

Carrying on.
Values in the order – AMA1 RON2 block | Tb PYK inh
Clc1cccc(Cl)c1NC1=NCCS1
    1% | 2%
COc1cc(OC)cc(-c2c(Sc3ccccc3)c3cc(-c4ccc(OC)nc4)ccc3n2C)c1
    -4% | 1%
O=C1NC(c2ccccc2)C(c2ccccc2)N1 (stereo not given)
    9% | -1%
O=C(c1ccccc1)N1CCC(=O)N(C(CO)Cc2ccccc2)CC1 (stereo not given)
    -1% | 1%
COc1ccc(NC(=O)CSc2nnc3n2CCCCC3)cc1OC
    -8% | 8%
Fc1cccc(Cc2c(-c3cccc(Cl)c3)nc3c4ccccc4ccn23)c1
    -1% | 2%
CCCNC(=O)C1(C)CCCN(Cc2csc(-c3ccccc3)n2)C1 (stereo not given)
    -24% | -5%
COC(=O)[C@@]12CCCCN1[C@H](c1ccc(-c3ccc(Cl)c(Cl)c3)c(OC)c1)[C@H]1C(=O)N(C)C(=O)[C@H]12
    -6% | -2%
CCC(CC)C(=O)N(C)c1c(C)nc2c(OCc3cccc(Cl)c3)cccn12
    1% | 1%
O=C(NCCCN1CCOCC1)c1c(-c2ccccc2)oc2c1C(OCCCCCO)CCC2 (stereo not given)
    3% | 1%
C[C@@H]1CN([C@@H](C)CO)S(=O)(=O)c2ccc(Br)cc2O[C@H]1CN(C)C(=O)C1CCCCC1
    -9% | -18%
COc1ccc([C@@H]2C[C@H]3[C@@H](CN2S(=O)(=O)c2ccccc2)C(=O)C[C@@H](c2ccccc2)N3S(=O)(=O)c2ccc(C)cc2)cc1
    4% | 5%
O=C(NCCC(F)(F)F)C1Cc2c(-c3cccc(F)c3)ccnc2O1 (stereo not given)
    -3% | -4%
Cc1sc2ccccc2c1CNC[C@H]1O[C@@H](n2ccc(N)nc2=O)[C@H](O)[C@@H]1O
    14% | 1%
COc1ccccc1-c1ccc([C@@H]2C[C@H]3[C@H](CON3C)CN2C(=O)c2ccco2)cc1
    -8% | 6%
CCCCn1nnnc1C(CC)N1CCN(C/C=C/c2ccccc2)CC1 (stereo not given)
    33%[activator] | 6%
COc1cc(O)c2c(=O)c3c(O[C@H]4O[C@@H](CO)[C@H](O)[C@@H](O)[C@@H]4O)ccc(O)c3oc2c1
    -4% | -11%
O=C(CN1C(=O)C2CCCCC2C1=O)Nc1cccc(C(F)(F)F)c1 (stereo not given)
    20% | 4%

Not all compounds are listed; the hit share may differ from the screen's.
